KDM5B inhibitor = Primary screen for KDM5B Histone Demethylases FDH-coupled qHTS; Potency, µM (series often up to 57.7 µM), for the others: top-dose activity change, negative = inhibition, hits mostly inhibitors; Lysine-specific demethylase 5B (Homo sapiens), Q9UGL1; AID 1347165, 2019; actives 2.6% (n = 220,000); KDM5B demethylase, FDH-coupled NADH fluorescence (FDH is formaldehyde dehydrogenase); active = well fitted inhibition curve with a large enough effect; inconclusive = small, poorly fitted or top-dose-only effect; inactive = no such curve, though single readings can be large or run the other way; note: 0% is about no effect; nearly all actives have a fitted effect of over 70% in size
Target sequence (Q9UGL1 whole entry, looked up): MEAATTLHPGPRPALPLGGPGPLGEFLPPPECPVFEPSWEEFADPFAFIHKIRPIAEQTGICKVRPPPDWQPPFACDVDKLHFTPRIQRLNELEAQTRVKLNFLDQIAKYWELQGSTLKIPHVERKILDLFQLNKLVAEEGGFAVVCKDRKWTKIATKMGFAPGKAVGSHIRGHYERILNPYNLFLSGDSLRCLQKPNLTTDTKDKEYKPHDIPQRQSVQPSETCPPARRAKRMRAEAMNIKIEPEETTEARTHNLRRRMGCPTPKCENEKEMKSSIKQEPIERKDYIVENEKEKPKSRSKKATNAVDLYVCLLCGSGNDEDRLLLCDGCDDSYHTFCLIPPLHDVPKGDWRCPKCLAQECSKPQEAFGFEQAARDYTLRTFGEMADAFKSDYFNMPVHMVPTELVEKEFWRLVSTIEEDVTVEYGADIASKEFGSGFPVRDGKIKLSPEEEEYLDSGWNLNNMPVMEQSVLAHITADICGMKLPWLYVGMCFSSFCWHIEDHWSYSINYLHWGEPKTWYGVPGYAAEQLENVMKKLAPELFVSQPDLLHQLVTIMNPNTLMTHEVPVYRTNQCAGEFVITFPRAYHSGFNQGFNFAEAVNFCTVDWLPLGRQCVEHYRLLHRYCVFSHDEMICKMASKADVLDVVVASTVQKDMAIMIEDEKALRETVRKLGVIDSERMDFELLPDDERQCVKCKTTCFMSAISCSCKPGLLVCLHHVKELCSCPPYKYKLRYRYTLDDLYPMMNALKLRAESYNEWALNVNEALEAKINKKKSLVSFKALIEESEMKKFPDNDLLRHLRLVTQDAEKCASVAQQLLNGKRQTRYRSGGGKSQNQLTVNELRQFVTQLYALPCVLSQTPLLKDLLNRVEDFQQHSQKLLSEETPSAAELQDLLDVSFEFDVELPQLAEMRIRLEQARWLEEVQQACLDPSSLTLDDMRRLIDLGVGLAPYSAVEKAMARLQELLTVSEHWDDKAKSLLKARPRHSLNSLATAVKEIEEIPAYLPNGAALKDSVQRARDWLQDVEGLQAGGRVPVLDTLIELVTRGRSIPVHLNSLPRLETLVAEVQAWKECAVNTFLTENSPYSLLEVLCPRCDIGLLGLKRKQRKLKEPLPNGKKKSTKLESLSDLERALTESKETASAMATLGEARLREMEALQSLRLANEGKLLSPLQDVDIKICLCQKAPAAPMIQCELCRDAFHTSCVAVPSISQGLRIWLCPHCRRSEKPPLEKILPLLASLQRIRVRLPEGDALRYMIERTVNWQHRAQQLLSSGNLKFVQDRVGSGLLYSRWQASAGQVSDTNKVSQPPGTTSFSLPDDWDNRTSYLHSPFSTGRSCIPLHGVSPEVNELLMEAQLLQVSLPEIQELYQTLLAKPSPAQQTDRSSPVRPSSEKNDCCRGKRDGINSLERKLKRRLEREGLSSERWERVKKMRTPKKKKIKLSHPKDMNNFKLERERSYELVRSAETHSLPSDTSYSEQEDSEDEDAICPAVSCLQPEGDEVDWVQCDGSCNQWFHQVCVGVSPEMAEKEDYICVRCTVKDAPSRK
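KDM5BΔAP (200 nM final) in 50 mM HEPES pH 7.5, 0.01% Tween-20 was preincubated 10 min at RT with compound over a concentration range. Substrate mix (H3K4me3 12.5 µM, α-KG 25 µM, Fe²⁺, ascorbate, NAD⁺, FDH) was added, and NADH fluorescence change over 30 min gave dose-response curves.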
Starred values were filed as active, the others as inactive; i = inactive; ? = inconclusive; [ ] = remark or other dose. Potency is the fitted concentration of half-maximal effect.

SMILES	KDM5B inhibitor
COc1ccc(Nc2oc(-c3ccc(COc4ccccc4C)o3)nc2C#N)cc1	?
CCc1ccc(CNC(=O)C2Cc3cc(S(=O)(=O)N4CCCCCC4)ccc3N2C(C)=O)cc1 (stereo unspecified)	-7%
CCc1ccc(CN(C)S(=O)(=O)c2cccc(Br)c2)cc1	5%
CCC(=O)N1c2ccc(S(=O)(=O)CCC(=O)N3CCN(c4ccc(F)cc4)CC3)cc2CC1C (stereo unspecified)	-23%
O=C(Nc1ccc(F)cc1)C1(S(=O)(=O)c2ccc(Cl)cc2)CC1	-10%
Cc1ccc(S(=O)(=O)N2CCC(CCC(=O)N3CCN(C)CC3)CC2)cc1	2%
Cc1cc(Cl)ccc1OC(C)C(=O)NN1C(=O)c2ccccc2C1=O (stereo unspecified)	-7%
O=C(Cc1cc(=O)oc2cc(O)ccc12)N[C@@H](Cc1c[nH]c2ccccc12)C(=O)O	?
Cc1cccnc1C(=O)NC1CCN(c2ccc(=O)n(C)n2)CC1	-1%
CN(Cc1ccccc1)C(=O)c1cc2cc(F)ccc2[nH]1	7%
Nc1c(-c2nn[nH]n2)cnn1-c1cc(Cl)cc(Cl)c1	-5%
COc1ccc(S(=O)(=O)N(C)C)cc1NC(=O)c1ccc2c(c1)NC(=O)C(C)S2 (stereo unspecified)	2%
COc1ccccc1Cn1ccnc1SCC(=O)Nc1ccc(C)cc1	11%
CC(C)CN(C)C(=O)c1ccccc1-c1ncc(-c2ccccc2F)o1	?
O=C(COC(=O)c1cc(-c2cccs2)nc2ccccc12)c1ccccc1	?
COc1ccccc1C1C(C(N)=O)=C(C)Nc2nc(SCc3ccccc3F)nn21 (stereo unspecified)	?
COc1c(F)c(F)c(CN2CC(=O)N(C)c3ccccc3C2=O)c(F)c1F	25%
O=C(CS(=O)(=O)c1cccc2nsnc12)Nc1ccc(F)cc1	-33%
COc1ccc(CN2C[C@@H](C(N)=O)[C@H](c3nc(C)no3)C2)c(Cl)c1OC	0%
CC1(C)CC(=O)c2cc(C#N)c(SCc3ccc(Cl)cc3)nc2C1	-9%
COc1cccc(C(=O)N2C(C(=O)NCc3ccccc3)COC23CCN(C(=O)C2CC2)CC3)c1 (stereo unspecified)	5%
CC1CCC(NC(=O)C2(c3ccc(F)cc3)CCC2)CC1 (stereo unspecified)	14%
Cc1[nH]c(C)c(S(=O)(=O)Nc2cccc3c2CCCC3)c1C(=O)N1CCCCC1	5%
CSc1ncc(Cl)c(C(=O)Nc2ccc(C)c(C)c2)n1	5%
CC(=O)Nc1ccc(S(=O)(=O)N2CCN(c3ccc(NCc4ccccc4)nn3)CC2)cc1	?
Cc1cc(C)n(-c2nc(C)c(C)c(=O)n2CC(=O)Nc2ccc([N+](=O)[O-])cc2)n1	-24%
CCOc1ccc(NC(=O)c2sc3nc4n(c(=O)c3c2C)CCCC4)cc1	8%
O=C(c1ccc2[nH]ccc2c1)N1CC[C@@H]2COCCN(Cc3cccnc3)[C@@H]2C1	-24%
O=C(O)Cn1c(=O)c(F)cn(C2CCCO2)c1=O (stereo unspecified)	-7%
CN(C)c1cc(N2CCCC(NC(=O)Cc3ccc(F)cc3)C2)ncn1 (stereo unspecified)	-19%
Cc1nc2c(-c3ccccc3)c(C)nn2c(C)c1CCC(=O)NC(C)c1ccccc1 (stereo unspecified)	-24%
O=C(NC1CCCC1)c1ccc(OC2CCN(C(=O)C3CCCO3)CC2)c(Cl)c1 (stereo unspecified)	24%
O=C(Nc1cccc(F)c1)C1CC(=O)N(Cc2ccccn2)c2nc3ccccc3n21 (stereo unspecified)	8%
COc1cccc(N2CCN(C(=O)c3cnc4c(-c5ccccc5)c(C)nn4c3C)CC2)c1	-23%
CCCCN(CCC(=O)NCCc1ccccc1)C(=O)c1cc(C)oc1C	?
COc1ccccc1CN1CCN(C(=O)C2CCCN(Cc3cccnc3)CCC(=O)NCC2)CC1 (stereo unspecified)	-24%
CCc1ccccc1NC(=O)CSc1nnc(-c2cc3cccc(OC)c3o2)n1N	-26%
COc1ccc2[nH]c(=O)c(CCC(=O)NCCc3ccccn3)cc2c1	?
O=C(Cn1nc2c(cc1=O)CCCC2)Nc1ccc(F)c(F)c1F	-8%
Cc1cccc2nc(CSc3ccc4ccccc4n3)cc(=O)n12	-28%
COc1cccc(-c2cc(-c3c(C)noc3C)cc3c2C(=O)N(C)C3=O)c1OC	11%[86.2 µM]
NC(=O)COc1ccc(NC(=O)c2nn(Cc3ccccc3)c(=O)c3ccccc23)cc1	11%
CC(=O)NC(NC(C)=O)c1ccccc1F	-4%
Fc1ccc(CN2CCNc3cnc(-c4ccccc4)cc3C2)cc1F	35µM*
O=C(NCc1cccs1)c1ccc(CSc2nc3ccncc3n2Cc2cccc(F)c2)cc1	-18%
CCOC(=O)c1nnn2c1nc(N1CCCCC1)c1ccccc12	-6%
O=C(c1cc(-c2cccs2)nc2ccccc12)N1CCN(c2cccc(C(F)(F)F)c2)CC1	-7%
CCOC(=O)CCS(=O)(=O)c1nc(-c2ccccc2)cc(C(F)(F)F)n1	?
CN(Cc1ccccc1C(F)(F)F)S(=O)(=O)c1cccc(C(F)(F)F)c1	-2%
COC(=O)c1cc(C2CC2)nc2c1c(C)nn2CC(=O)NC(C)C	46%[activator]
O=C1COCC2(CN1Cc1cccc(OC(F)(F)F)c1)CN(C(=O)c1cccs1)C2	2%[86.2 µM]
O=C(CN1C(=O)C2(CCNCC2)Nc2ccccc21)NC1CCCCCC1	-21%
Brc1ccc(C2=NOC(c3ccc(Br)cc3)C2)cc1 (stereo unspecified)	-17%
CN(CC(=O)NC(C)(C)C)C(=O)c1cc2ccc(Br)cc2[nH]1	18%
C=CCOc1ccc(/C=C/C(=O)c2ccc(C#N)cc2)cc1	-14%
O=C1NCCCCCCN(S(=O)(=O)Cc2ccccc2F)[C@H]2CCC[C@@H]12	14%
Cc1sc2ncn(CC(=O)N3CCN(c4ccccc4)CC3)c(=O)c2c1S(=O)(=O)N1CCN(c2ncccn2)CC1	-28%
CCCn1c(=O)c2ccccc2n(CC(=O)N(C)c2cccc(Cl)c2)c1=O	13%
Cc1cccc([S+](=O)([O-])N2CCC3(CC2)OCCN(Cc2ccccc2)C3=O)c1	-19%[86.2 µM]
Cc1ccc(-c2nc(C#N)c(NCC(c3cccs3)N3CCOCC3)o2)cc1 (stereo unspecified)	i

Some of these compounds in order of their number in KDM5B inhibitor, smallest number first.
SMILES	KDM5B inhibitor
O=C(CN1C(=O)C2(CCNCC2)Nc2ccccc21)NC1CCCCCC1	-21%
CC(=O)NC(NC(C)=O)c1ccccc1F	-4%
CN(Cc1ccccc1C(F)(F)F)S(=O)(=O)c1cccc(C(F)(F)F)c1	-2%
NC(=O)COc1ccc(NC(=O)c2nn(Cc3ccccc3)c(=O)c3ccccc23)cc1	11%
CN(CC(=O)NC(C)(C)C)C(=O)c1cc2ccc(Br)cc2[nH]1	18%

Further compounds follow.
SMILES	KDM5B inhibitor
CC(C)(O)CCc1ccc(C(=O)N2CCC(c3cccc(O)c3)CC2)cc1	-3%
O=C(c1cc2c(ccc3ccccc32)o1)N1CCCCC1	-9%
Cc1ccc(S(=O)(=O)N(CC(=O)Nc2ccc3c(c2)OCO3)c2ccc(C)c(Cl)c2)cc1	-30%
COC(=O)c1cn([C@H]2CO[C@H]3[C@@H]2OC[C@@H]3NC(=O)COc2ccccc2)nn1	-15%[86.2 µM]
Cc1ccc(C(=O)c2cccc([N+](=O)[O-])c2)cc1C	2%
COc1cccc(-n2cnnc2SC(C)C(=O)Nc2cccc(C(C)=O)c2)c1 (stereo unspecified)	-1%
Cc1ccc(-n2cccc2CC(=O)NC2CCCCC2)cc1	8%
Cc1ccc(C)c(N(CC(=O)NC2CCCC2)C(=O)CCC(=O)Nc2cc(C)on2)c1	21%
CC(C)C(=O)N1CCN(C(=O)c2cc(C3CC3)nc3ccccc23)CC1	11%
O=C1Nc2cc(Cl)ccc2Oc2cc(Oc3ccccc3)ccc21	-14%
Cc1csc(NC(=O)Cc2ccc3ccccc3c2)n1	8%
CCNC(=O)CN1CCN(C(C(=O)O)c2c[nH]c3cc(OCc4ccccc4)ccc23)CC1 (stereo unspecified)	-2%
O=C(c1ccccc1)c1cn(Cc2ccc(F)cc2)c2ccccc2c1=O	-8%
Cc1cnc(C(=O)Oc2ccc3oc4ccccc4c3c2)cn1	29%
CC(=O)c1ccc(OCc2cc(C(=O)NCCn3nc(C)cc3C)no2)cc1	2%
Cc1ccc(NC(=O)c2cc(=O)c3cc(C)ccc3o2)c(C)c1	-2%
CSc1ccc(S(=O)(=O)N2CCC(C(=O)NCCCn3ccnc3)CC2)cc1	25%
N#CCCn1cc(C(=O)CN2C(=O)NC3(CCOc4ccccc43)C2=O)c2ccccc21 (stereo unspecified)	6%
N#Cc1nc(-c2ccccc2)oc1NCc1ccccc1	?
COCc1cc(C[C@@H]2CC[C@H](O)[C@@H](CNC3CCN(C(C)=O)CC3)O2)no1	92%[activator][86.2 µM]
COc1ccc(NC(=O)c2c(NCc3ccc(C)o3)sc3c2CCCCC3)c(OC)c1	-7%
O=C(c1ccccc1)N1CCCC2(C1)C(=NC1CCCC1)NC(=O)N2c1cccnc1 (stereo unspecified)	6%[115 µM]
Cn1cc(CN2C[C@H](C(=O)Nc3ccncn3)C[C@H]2c2cccc(C(F)(F)F)c2)cn1	-22%[86.2 µM]
COc1cccc(CC(=O)N2CCn3c(nnc3[C@@H]3C[C@@H](O)CN3C(C)C)C2)c1	-27%
Cc1c(C)c2ccc(OCC(=O)C(C)(C)C)c(C)c2oc1=O	2%
CCOCCn1nc(C)cc1C(=O)N1CC[C@@](O)(COC)C(C)(C)C1	3%
Cn1c(CNC(=O)C(Cc2ccccc2)NC(=O)c2ccccc2F)cc(=O)n(C)c1=O (stereo unspecified)	?
CCCOc1nccnc1NC1CCN(C(=O)c2cccs2)CC1	?
Cc1cc(C)cc(NC(=O)C2CCN(S(=O)(=O)c3ccc4c(c3)oc(=O)n4C)CC2)c1	-14%
CC(Oc1ccc(-c2ccc(C#N)cc2)cc1)C(=O)c1cccc(Cl)c1 (stereo unspecified)	9%
CN(C(=O)COc1ccc(Oc2ccccc2)cc1)C1CCS(=O)(=O)C1 (stereo unspecified)	34%
Cn1cccc1C(=O)N1CCC2(CC1)C(=O)NCN2Cc1ccc(Cl)cc1	5%
Cn1nc(C(C)(C)C)cc1NC(=O)Nc1ccc(F)cc1F	11%
COc1ccccc1OC(C)C(=O)Nc1cccc(-c2nc3ccccc3o2)c1 (stereo unspecified)	?
Cc1c(NC(=O)c2cccs2)cccc1-c1nc2cc(Cl)ccc2o1	-18%
CCCCOc1ccc(CNC(=O)c2ccc(-c3nc(CN4CCc5ccccc54)c(C)o3)cc2)cc1	?

By substructure, the entries above with an aryl methoxy group (16)
SMILES	KDM5B inhibitor
COc1ccc(Nc2oc(-c3ccc(COc4ccccc4C)o3)nc2C#N)cc1	?
COc1ccc(S(=O)(=O)N(C)C)cc1NC(=O)c1ccc2c(c1)NC(=O)C(C)S2 (stereo unspecified)	2%
COc1ccccc1Cn1ccnc1SCC(=O)Nc1ccc(C)cc1	11%
COc1ccccc1C1C(C(N)=O)=C(C)Nc2nc(SCc3ccccc3F)nn21 (stereo unspecified)	?
COc1c(F)c(F)c(CN2CC(=O)N(C)c3ccccc3C2=O)c(F)c1F	25%
COc1ccc(CN2C[C@@H](C(N)=O)[C@H](c3nc(C)no3)C2)c(Cl)c1OC	0%
COc1cccc(C(=O)N2C(C(=O)NCc3ccccc3)COC23CCN(C(=O)C2CC2)CC3)c1 (stereo unspecified)	5%
COc1cccc(N2CCN(C(=O)c3cnc4c(-c5ccccc5)c(C)nn4c3C)CC2)c1	-23%
COc1ccccc1CN1CCN(C(=O)C2CCCN(Cc3cccnc3)CCC(=O)NCC2)CC1 (stereo unspecified)	-24%
CCc1ccccc1NC(=O)CSc1nnc(-c2cc3cccc(OC)c3o2)n1N	-26%
COc1ccc2[nH]c(=O)c(CCC(=O)NCCc3ccccn3)cc2c1	?
COc1cccc(-c2cc(-c3c(C)noc3C)cc3c2C(=O)N(C)C3=O)c1OC	11%[86.2 µM]
COc1cccc(-n2cnnc2SC(C)C(=O)Nc2cccc(C(C)=O)c2)c1 (stereo unspecified)	-1%
COc1ccc(NC(=O)c2c(NCc3ccc(C)o3)sc3c2CCCCC3)c(OC)c1	-7%
COc1cccc(CC(=O)N2CCn3c(nnc3[C@@H]3C[C@@H](O)CN3C(C)C)C2)c1	-27%
COc1ccccc1OC(C)C(=O)Nc1cccc(-c2nc3ccccc3o2)c1 (stereo unspecified)	?

This is a subset, so the mix of outcomes need not match the whole.
